Assay outcomes deposited in PubChem BioAssay by National Center for Advancing Translational Sciences (NCATS).
NPC1 prom act – activates the NPC1 promoter; 2.4% of 320,000 active; Potency, µM (titrated, usually from 9.22 µM), without a hit: at the highest dose activation, actives largely listed as activators; Huh7 NPC1 promoter luciferase reporter, 24 h;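 also: potency is read from the fitted curve at half-maximal effect; % of control where 0% means no effect; nearly all actives have a fitted effect of over 60% in size; reporter is driven by a mutant NPC1 promoter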
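In 1536-well qHTS, Huh7 cells harboring an NPC1 promoter–luciferase construct received compound for 24 h; activation was quantified by luminescence following luciferase reagent addition.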
FLuc counter – inhibits or activates purified firefly luciferase, miR-21 counter-screen | P08659 | purified FLuc, Km substrates, luminescence inhibition | Potency, µM (top dose mostly 57.5 µM), without a hit: top-dose activity change, negative = inhibition, actives largely listed as inhibitors | 6.9% of 360,000 active;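 also: potency is read from the fitted curve at half-maximal effect; plate controls were vehicle for no effect and reference inhibitor for full effect; nearly all actives have a fitted effect of over 55% in size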
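Purified P. pyralis luciferase (10nM final) with 10uM D-luciferin and 10uM ATP (Km levels) in 50mM Tris acetate pH 7.5, 10mM Mg acetate, 0.01% Tween-20, 0.05% BSA; qHTS 6-point titration, ~60 µM downward; luminescence read.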
Rab9 prom act – activates the Rab9 promoter. Huh7 Rab9 promoter-luciferase reporter, luminescence, 24 h. Potency, µM (top dose mostly 9.22 µM), without a hit: at the top dose activation, negative = inhibition, most hits filed as activators. 2.8% of 320,000 active. AID 485297; also: potency is read from the fitted curve at half-maximal effect; % of control where 0% means no effect; nearly all actives have a fitted effect of over 60% in size
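Luciferase signal after 10 min detection reagent at ambient indicates Rab9 promoter upregulation; stably transfected Huh7 cells were treated 24 h with compound in DMSO at 37 °C, 5% CO2.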
Menin-MLL TR inh – inhibitors of human menin-MLL interaction, mutant MLL peptide; O00255; Menin + Texas Red MLL mutant peptide, fluorescence polarization; Potency, µM (titrated, usually from 61.6 µM), for inactives: at the top dose FP activity change, negative = inhibition, actives largely listed as inhibitors; 0.23% of 270,000 active; active = well fitted inhibition curve with a large enough effect in the polarisation, with a control signal flat, not every such curve was filed as active; inconclusive = small, poorly fitted or top-dose-only effect, or effect the other way, or a change in a side signal; inactive = no such curve, though single readings can be large or run the other way; the % refers to the polarisation; also: potency is read from the fitted curve at half-maximal effect; % of control where 0% means no effect; many of its hits are not listed in these tables
RORg inh – inhibitors of mouse ROR gamma transcriptional activity; P51450; AID 2551; 5.4% of 310,000 active; Drosophila S2 Gal4-RORgamma UAS-luciferase reporter, 20 h; Potency, µM (top dose mostly 53.6 µM), without a hit: at the highest dose activity change, negative = inhibition, most hits filed as inhibitors; also: potency is read from the fitted curve at half-maximal effect; % is scaled to controls: 0 for no effect and ±100 for the full control effect; nearly all actives have a fitted effect of over 60% in size
Target sequence (P51450 whole entry, looked up, the tested form may be a part): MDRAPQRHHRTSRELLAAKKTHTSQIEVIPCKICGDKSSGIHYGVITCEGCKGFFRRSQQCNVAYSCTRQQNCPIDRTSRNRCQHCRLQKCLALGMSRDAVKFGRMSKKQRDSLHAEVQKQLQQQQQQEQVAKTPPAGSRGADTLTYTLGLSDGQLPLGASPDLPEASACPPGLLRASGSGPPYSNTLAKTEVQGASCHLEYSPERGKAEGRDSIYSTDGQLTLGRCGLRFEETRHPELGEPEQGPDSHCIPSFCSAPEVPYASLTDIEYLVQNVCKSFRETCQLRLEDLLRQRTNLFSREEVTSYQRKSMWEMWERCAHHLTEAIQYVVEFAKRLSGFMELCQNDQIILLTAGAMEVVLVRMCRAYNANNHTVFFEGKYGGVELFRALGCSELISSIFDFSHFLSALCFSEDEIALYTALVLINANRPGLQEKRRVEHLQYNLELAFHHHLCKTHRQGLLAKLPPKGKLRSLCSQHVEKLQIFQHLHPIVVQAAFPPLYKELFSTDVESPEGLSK
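In this cell-based reporter format, copper sulfate (700 uM final) drives Gal4–ROR gamma fusion expression from a metallothionein promoter in Drosophila Schneider cells; compounds preincubated 1 hr, reporter read after 20 hr at ambient temperature.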
ELG1 repair inh – inhibitors of ELG1-dependent DNA repair in HEK293T cells | HEK293T ELG1-luciferase reporter, luminescence, 16 h; DNA damage induced by 5-fluorouridine | Potency, µM (highest dose often 46.1 µM), without a hit: at the highest dose activity change, negative = inhibition, actives largely listed as inhibitors | 2.3% of 330,000 active | AID 504467; also: potency is read from the fitted curve at half-maximal effect; % is scaled to controls: 0 for no effect and ±100 for the full control effect; nearly all actives have a fitted effect of over 55% in size
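5-Fluorouridine DNA damage + compound/DMSO, 2,000 cells/well, 16 h, 37 °C/5% CO2. ONE-Glo, 30 min RT, luminescence. Readout = decrease in reporter signal.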
VP16 counter – counter-screen for ROR gamma inhibitors: Gal4-VP16 reporter; Drosophila S2 Gal4-VP16 UAS-luciferase, luminescence, 20 h; Potency, µM (titrated, usually from 53.6 µM), for inactives: at the highest dose activity, negative = inhibition, usual class: inhibitors; AID 2546; 3.5% of 310,000 active;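 also: Gal4-VP16 expression switched on by copper sulfate through the metallothionein promoter; potency is read from the fitted curve at half-maximal effect; % is scaled to controls: 0 for no effect and ±100 for the full control effect; nearly all actives have a fitted effect of over 50% in size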
Mito fusion act – mitochondrial division inhibition or fusion activation. S. cerevisiae fusion-defective mutant growth rescue, CellTiterGlo 48 h. Potency, µM (series often up to 46.1 µM), inactives show top-dose growth rescue (activation), actives largely listed as activators. 0.23% of 320,000 active;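 also: potency is read from the fitted curve at half-maximal effect; % of control where 0% means no effect; nearly all actives have a fitted effect of over 45% in size; temperature-sensitive fusion mutants such as fzo1-1 at 37 °C on non-fermentable ethanol glycerol medium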
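Read-out: ATP-based luminescence (CellTiterGlo, 10 min ambient) reporting growth of fusion-defective ts yeast after 48 hours at 37C on glycerol/ethanol YPEG medium in the presence of compound.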
MBNL1-CUG inh – blocks human MBNL1 binding to CUG repeat RNA; TR-FRET MBNL1-His/biotin-(CUG)12 binding, 665/545 ratio; Potency, µM (titrated, usually from 57.5 µM), without a hit: top-dose activity change, negative = inhibition, actives largely listed as inhibitors; 0.036% of 280,000 active; active = well fitted inhibition curve with a large enough effect in the signal ratio, with a control signal flat, not every such curve was filed as active; inconclusive = small, poorly fitted or top-dose-only effect, or effect the other way, or a change in a side signal; inactive = no such curve, though single readings can be large or run the other way; the % refers to the signal ratio; also: potency is read from the fitted curve at half-maximal effect; % is scaled to controls: 0 for no effect and ±100 for the full control effect
Target sequence (Q9NR56 whole entry, looked up): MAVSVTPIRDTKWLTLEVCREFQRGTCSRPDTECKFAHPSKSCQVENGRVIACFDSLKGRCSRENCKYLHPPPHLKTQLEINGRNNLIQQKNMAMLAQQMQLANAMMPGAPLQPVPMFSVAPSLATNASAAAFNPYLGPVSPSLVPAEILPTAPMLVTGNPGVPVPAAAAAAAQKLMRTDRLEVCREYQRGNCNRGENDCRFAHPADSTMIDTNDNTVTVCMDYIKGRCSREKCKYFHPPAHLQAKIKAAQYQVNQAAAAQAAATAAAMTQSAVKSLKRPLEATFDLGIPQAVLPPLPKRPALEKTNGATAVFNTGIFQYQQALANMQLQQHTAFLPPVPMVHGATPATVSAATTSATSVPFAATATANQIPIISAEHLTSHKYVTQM
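TR-FRET readout: Ex 340 nm, 665/545 nm emission ratio, normalized to buffer-only (basal) and MBNL1-(CUG)12 controls. Complex of MBNL1-His with Biotin-(CUG)12, compounds 92 nM–58 uM, incubated 60 min at room temperature.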
PKM2 activator – PKM2 (human) enzyme activation. P14618. 0.34% of 260,000 active. Potency, µM (top dose mostly 57.5 µM), for inactives: at the top dose activation, most hits filed as activators. purified PKM2, Kinase-Glo ATP luminescence, activation; response scale: 0% is enzyme alone, no compound; also: potency is read from the fitted curve at half-maximal effect; % is scaled to controls: 0 for no effect and ±100 for the full control effect; nearly all actives have a fitted effect of over 55% in size
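Purified hPK-M2 (>95% pure) converted ADP (0.1 mM final) to ATP with 0.5 mM PEP in 50 mM imidazole pH7.2, KCl, MgCl2, Tween 20, BSA; 1 h at room temperature. ATP detected by Kinase-Glo luminescence.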
KCNH2 3.1 block – blocks the human KCNH2 3.1 channel isoform; AID 720553; 0.95% of 340,000 active; activity change, % (tested at about 1.8 µM); U2OS KCNH2 3.1, thallium flux FluxOr; hits give low values;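 active = maximum activity change below -70%; inconclusive = maximum activity change from -70% to -50%; inactive = maximum activity change above -50%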;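 also: thallium influx rate constant from kinetic fluorescence after stimulation buffer; % is scaled to controls: 0 for no effect and ±100 for the full control effect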
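Measured as rate of thallium-driven FluxOr signal in transduced U2OS cells carrying the 3.1 channel, read kinetically for 2 min upon stimulation; values are rate constants scaled to DMSO control wells.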
An asterisk follows results filed as active; u = inconclusive; x = not tested or not shown; & = joins results of further samples; [ ] = another dose, or the depositor's remark. Unless noted, calls follow the shape of the dose curve; as a rule, active = well fitted curve in the direction sought with a large enough effect; inconclusive = small, poorly fitted or top-dose-only effect, or another doubt; inactive = no such curve, though single readings can be large; an effect the other way counts as inactive or inconclusive. Not all compounds are listed; count on the stated rates, not on these rows.

item	mol	Rab9 prom act	VP16 counter	Mito fusion act	RORg inh	MBNL1-CUG inh	PKM2 activator	NPC1 prom act	Menin-MLL TR inh	ELG1 repair inh	KCNH2 3.1 block	FLuc counter
1	O=C(Nc1ccccn1)C1CCN(S(=O)(=O)c2ccc3c(c2)OCCO3)CC1	u	x	2%	x	x	x	14%	x	u	6	19µM*
2	CCOC(=O)c1sc2nc(C(C)C)c3c(c2c1N)CCC3	2%	-5%	13%	20%	10%	-1%	-2%	0%	6%	-9	1%
3	Cc1ccc(C)c(CN2CCC(CNC(=O)Nc3ccc(F)c(Cl)c3)CC2)c1	-4%	-5%	-31%	23%	-2%	x	-4%	0%	-6%	u	4%
4	CC(=O)N(Cc1ccc(Cl)cc1)c1cnccn1	2%[1.84 µM]	0%	-3%	17%	-9%	x	0%	-13%	1%	0	-3%
5	O=C(CCCCC(=O)Nc1ccccc1)Nc1ccccc1	3%	-8%	1%	0%	-5%	2%	-5%	-11%	0%	6	0%
6	CCCNC(=O)N1CCC(C(=O)c2ccc(F)cc2)CC1	-3%	-4%	1%	18%	-11%	0%	-3%	-18%	0%	2	1%
7	CN(Cc1ccccc1)C(=O)COC(=O)c1cc(Cl)nc(Cl)c1	10%	-1%	4%	-12%	7%	-1%	-7%	6%	9%	0	-1%
8	COC(=O)c1c(C)c(C)nc(N)c1C#N	-1%	-8%	8%	u	10%	-23%	1%	-2%	6%	3	u
9	COc1cc(N=c2ssnc2Cl)c(OC)cc1Cl	1%&4%	25µM*	4%&1%	u	6%	-25%	-1%&0%	u	u	4&-5	17µM*
10	CC(C)n1nccc1N(Cc1ccc(Br)cc1)S(=O)(=O)c1ccccc1	-1%	11%	-22%	1%	-14%	x	-2%	6%	u	11	0%
11	Clc1ccc(-c2csc3ncnc(N4CCc5ccccc5C4)c23)cc1	-6%	10%	u	-18%	11%	3%	1%	-16%	0%	0	0%
12	Cc1cccc(N2CCN(C(=O)Cc3c(C(=O)O)[nH]c4ccc(Cl)cc34)CC2)c1C	-11%	-2%	6%	-2%	16%	-2%	-2%	u	5%	-3	1%
13	Cc1nc(CCNC(=O)COc2ccccc2)cs1	3%	u	0%	15%	0%	2%	-1%	-1%	4%	1	1%
14	O=C(NCCO)c1ccc2nc(Cc3cccc(Cl)c3)oc2c1	8%	17%	1%	23%	7%	5%	4%	-4%	9%	4	3%
15	COc1ccc(S(=O)(=O)N2CCC(C(=O)N[C@H](C(=O)N3CCCC3)C(C)C)CC2)cc1	-7%	-6%	-1%	1%	1%	x	-2%	x	22%	-4	0%
16	O=C(Cn1cc(C(F)(F)F)ccc1=O)N1CCc2ccccc2C1	-2%	x	-2%	x	x	x	-6%	x	11%	-7	1%
17	CCCCNc1nc(CC(C)=O)ns1	-2%	10%	-6%	-8%	-7%	-3%	0%	2%	13%	0	2%
18	CCN1CCN(C(=O)c2cc3nc(-c4ccccc4)cc(C(F)(F)F)n3n2)CC1	1%	1%	-1%	4%	u	-7%	-1%	u	16%	-1	2%
19	O=C(NCCC(=O)N1CCN(c2ccccc2O)CC1)c1ccc(Br)cc1	-5%	x	-2%	x	x	x	0%	x	-3%	3	-1%
20	COc1ccc(NC(=S)N(Cc2cccnc2)Cc2ccco2)cc1	0%	-11%	12%	17%	-5%	-1%	-2%	2%	-21%	-5	1%

Overlap with the part before: 7 entries, then new ones.
item	mol	Rab9 prom act	VP16 counter	Mito fusion act	RORg inh	MBNL1-CUG inh	PKM2 activator	NPC1 prom act	Menin-MLL TR inh	ELG1 repair inh	KCNH2 3.1 block	FLuc counter
14	O=C(NCCO)c1ccc2nc(Cc3cccc(Cl)c3)oc2c1	8%	17%	1%	23%	7%	5%	4%	-4%	9%	4	3%
15	COc1ccc(S(=O)(=O)N2CCC(C(=O)N[C@H](C(=O)N3CCCC3)C(C)C)CC2)cc1	-7%	-6%	-1%	1%	1%	x	-2%	x	22%	-4	0%
16	O=C(Cn1cc(C(F)(F)F)ccc1=O)N1CCc2ccccc2C1	-2%	x	-2%	x	x	x	-6%	x	11%	-7	1%
17	CCCCNc1nc(CC(C)=O)ns1	-2%	10%	-6%	-8%	-7%	-3%	0%	2%	13%	0	2%
18	CCN1CCN(C(=O)c2cc3nc(-c4ccccc4)cc(C(F)(F)F)n3n2)CC1	1%	1%	-1%	4%	u	-7%	-1%	u	16%	-1	2%
19	O=C(NCCC(=O)N1CCN(c2ccccc2O)CC1)c1ccc(Br)cc1	-5%	x	-2%	x	x	x	0%	x	-3%	3	-1%
20	COc1ccc(NC(=S)N(Cc2cccnc2)Cc2ccco2)cc1	0%	-11%	12%	17%	-5%	-1%	-2%	2%	-21%	-5	1%
21	CN(CC(=O)Nc1ccc(Cl)cc1)C(=O)CCc1c[nH]c2ccccc12	5%	6%	8%	15%	-5%	x	0%	20%	0%	-20	2%
22	O=C(N/N=C/c1ccc2c(c1)OCO2)c1cc(-c2ccccc2)nc2ccccc12	-3%	u	16%	u	x	0%	1%	-26%	u	-34	11µM*
23	COc1cc([N+](=O)[O-])cc(/C=N/NC(=O)c2cncc(Br)c2)c1O	-3%	u	1%	2.8µM*	x	1%	-8%	x	23µM*	3	-12%
24	CSCc1nc2scc(-c3ccccc3)c2c(=O)[nH]1	0%	8%	5%	23%	29%	0%	-1%	-12%	-9%	-92*	4%
25	O=C(COC(=O)/C=C/c1cc(Br)ccc1F)Nc1ccc2[nH]c(=O)[nH]c2c1	-4%	x	-1%	x	x	x	-3%	x	-14%	-8	3%
26	CCOC(=O)c1cn(Cc2c(C)c(C)c(C)c(C)c2C)nn1	-6%	-19%	6%	-4%	19%	-6%	0%	-8%	-22%	-2	0%
27	NCCNC(=O)c1c(O)c2cccc3c2n(c1=O)CCC3	0%	3%	-12%	u	-15%	0%	-5%	15%	u	8	-2%
28	CCOc1cc(/C=N/NC(=O)c2ccncc2)cc(Cl)c1OS(C)(=O)=O	1%	-1%	1%	44%	u	-19%	-3%	8%	15µM*	13	-11%
29	Cc1[nH]n(C(N)=S)c(=O)c1N=Nc1ccc(Br)cc1	2.8µM*	2µM*	27%	0.35µM*	-1%	x	3.5µM*	u	u	21	2.4µM*
30	Cc1ccc(NC(=O)c2ccoc2C)cc1C	2.8µM*	0%	u	16%	x	-54%	u	17%	u	1	u
31	O=C(CCC(=O)c1cccs1)NCc1ccncc1	-1%	2%	-1%	14%	x	-11%	6%	8%	-9%	-4	0%
32	COCCNC(=O)CSc1nc2cc3c(cc2c(=O)n1CCCC(=O)NCc1ccc(OC)cc1)OCO3	8%	-6%	-5%	-4%	3%	17%	-5%	-2%	-5%	7	2%&0%
33	CCOC(=O)N1CCN(CC(=O)c2c(C)[nH]c3ccccc23)CC1	-5%	-3%	-6%	-1%	-5%	2%	-2%	25%	10%	-3	7%
34	CSc1ccc(/C=C(\C#N)C(=O)NC2CCCCC2C)cc1 (stereo unspecified)	-3%	u	23%	u	5%	-9%	-1%	-8%	-16%	12	u
